# NadD block = inhibitors of S. aureus NadD, primary screen, biochemical, colorimetric, uHTS; Nicotinate-nucleotide adenylyltransferase NadD (Staphylococcus aureus N315); purified NadD enzyme, colorimetric absorbance read-out; inhibition, % at 20 µM; 0.78% of 360,000 active; AID 602399, 2012; in the data active = inhibition above about 26%; note: some compounds past the cut are filed as inactive
# Scp1 inh = Scp-1 phosphatase inhibitors, primary screen, biochemical, colorimetric, uHTS. 0.88% of 340,000 active. AID 493091, 2011. Recombinant Scp1, phosphopeptide, malachite green phosphate absorbance. inhibition, % at 20 µM;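 active = inhibition above about 50% at 20 µM, limit read from the data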;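 note: plate controls were DMSO wells with enzyme for no effect and wells lacking enzyme for full effect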
# Target sequence (Q9GZU7 76-261 limits assumed): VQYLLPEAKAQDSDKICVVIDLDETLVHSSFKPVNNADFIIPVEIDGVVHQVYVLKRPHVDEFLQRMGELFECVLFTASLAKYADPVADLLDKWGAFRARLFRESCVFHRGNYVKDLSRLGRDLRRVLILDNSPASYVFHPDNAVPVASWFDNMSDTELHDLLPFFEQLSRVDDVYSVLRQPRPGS
#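 Incubation: 45 min enzyme reaction at room temperature / System: truncated SCP-1 phosphatase (76-261aa) / Reagent: Phospho 17-mer peptide substrate / Buffer or medium: Acidic Tris acetate buffer with magnesium and detergent / Signal: absorbance at 630 nm / Doses: one concentration, 20 µM, with 1.0% DMSO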
# SKN-1 inh = suppressors of acrylamide-induced Pgst-4::GFP reporter in worms, primary screen, SKN-1 inhibitor project, whole organism, uHTS, GFP/RFP fluorescence ratio, strain VP596; C. elegans VP596 Pgst-4::GFP/RFP ratio, 24 h; inhibition, % at 21.8 µM; 0.49% of 360,000 active; AID 624304, 2012;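 active = interference check ratio from 0.5 to 1.5 plus GFP to RFP signal ratio inhibition reaching or exceeding a fixed threshold, cut at about 30% in these data, passing the limit was not always enough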; note: some compounds called inactive have numbers as strong as hits
# STEP inh = STEP phosphatase inhibitors, primary screen, biochemical, fluorescence intensity, uHTS; Tyrosine-protein phosphatase non-receptor type 5 (Homo sapiens), P54829; recombinant STEP, OMFP fluorogenic substrate; inhibition, % at 20 µM; 0.25% of 360,000 active; AID 588621, 2011;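 active = inhibition at 20 µM, scaled per plate between control wells, above about 37%, limit read from the data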;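 note: 0% = DMSO with enzyme and substrate and 100% = substrate only without enzyme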
#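 System: STEP (striatal-enriched tyrosine phosphatase) enzyme, cell-free; medium: Bis-Tris pH 6.0 buffer with DTT, detergent; dosing: 20 µM, 1% DMSO; times: reaction 20 min, ambient temperature; detection: fluorescence, 480/540 nm; read-out basis: normalized % inhibition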
# SUMO1-SIM PPI = modulators of SUMO1 protein-protein interactions, primary screen, biochemical, uHTS; AID 602429, 2012; 0.33% of 360,000 active; inhibition, % at 20 µM; SUMO1 binding to a labelled peptide, TR-FRET, 1 h; in the data active = inhibition above about 37%
# Target sequence (P63165 whole entry, looked up): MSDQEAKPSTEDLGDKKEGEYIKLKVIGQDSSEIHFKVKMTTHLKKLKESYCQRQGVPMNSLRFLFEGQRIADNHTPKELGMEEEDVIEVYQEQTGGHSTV
# MT1-MMP act inh = blockers of MT1-MMP proenzyme processing, primary screen, HT1080 RFP-PRO-GFP cells, GFP/RFP fluorescence; Matrix metalloproteinase-14 (Homo sapiens), P50281; GFP/RFP ratio fluorescence, overnight; percent of plate control window, DMSO zero; GFP/RFP ratio change, % at 20 µM; 0.061% of 360,000 active;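 active = GFP/RFP ratio change of at least 30% with cell ATP level not reduced by more than half and red fluorescence within 50% of control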; note: strong numbers were not always called active
#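 Material – HT1080 RFP-PRO-GFP cells · Control set – DMSO wells and RFP-L50D-GFP cells · Incubation – overnight cell settling, then overnight compound exposure, 37 °C, 5% CO2 · Compound dosing – single-point 20 µM compound, 1% DMSO · Read-out – GFP/RFP fluorescence ratio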
# LMPTP inh = LMPTP phosphatase inhibitors, primary screen, biochemical, fluorescence intensity, uHTS. recombinant LMPTP-A, OMFP fluorogenic substrate. inhibition, % at 20 µM. 0.22% of 360,000 active;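 active = compounds that cut the enzyme signal by at least half of the control window in the single-dose screen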;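 note: plate controls were DMSO wells with enzyme plus substrate for no effect and substrate without enzyme for full effect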
# Target sequence (P24666 whole entry, looked up): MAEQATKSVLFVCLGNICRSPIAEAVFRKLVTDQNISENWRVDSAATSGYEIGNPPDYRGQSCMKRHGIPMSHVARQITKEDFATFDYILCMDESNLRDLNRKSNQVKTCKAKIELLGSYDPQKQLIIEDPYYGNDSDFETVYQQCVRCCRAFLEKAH
#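 Test system – LMPTP-A enzyme · Amount – LMPTP-A at 0.625 nM final in the reaction · Buffer or medium – Bis-Tris pH 6.0, DTT, detergent · Reagent – OMFP 400 µM · Doses – single 20 µM dose · Schedule – reaction 50 min, room temperature, dark · Detection – fluorescence intensity of OMFP turnover product · Evaluation – percent inhibition versus substrate-only and uninhibited controls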
# Rpn11 inh = Rpn11 (PSMD14) deubiquitinase inhibitors, primary screen, biochemical, fluorescence polarization, uHTS | 26S proteasome non-ATPase regulatory subunit 14 (Homo sapiens), O00487 | human 26S proteasome, Ub4-pepOG fluorescence polarization; 20S core pre-blocked with epoxomicin | calls only at 20 µM | 0.59% of 360,000 active;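 active = inhibition at 20 µM, scaled to each plate's controls, above about 33%, limit read from the data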
# Target sequence (O00487 whole entry, looked up): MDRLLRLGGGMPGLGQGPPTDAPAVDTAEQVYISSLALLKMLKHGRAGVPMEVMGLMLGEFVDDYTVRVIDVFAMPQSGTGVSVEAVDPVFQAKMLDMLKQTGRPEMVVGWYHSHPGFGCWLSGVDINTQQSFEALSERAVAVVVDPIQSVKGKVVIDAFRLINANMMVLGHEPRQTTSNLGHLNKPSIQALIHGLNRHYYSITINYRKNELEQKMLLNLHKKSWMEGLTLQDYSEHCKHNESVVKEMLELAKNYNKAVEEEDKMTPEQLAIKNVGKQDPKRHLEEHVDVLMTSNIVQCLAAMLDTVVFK
# DNMT1 block = human DNMT1 methyltransferase inhibitors, primary screen, biochemical, molecular beacon, fluorescence, HinP1I cleavage, uHTS; DNA (cytosine-5)-methyltransferase 1 (Homo sapiens), P26358; inhibition (reported as % activation of signal), % at 10 µM; 0.83% of 360,000 active; in the data active = inhibition above about 50%
# NRP1-CendR mod = modulators of CendR peptide binding to NRP-1, primary screen, biochemical, fluorescence polarization, uHTS; inhibition, % at 25 µM; 0.85% of 360,000 active; Neuropilin-1 (Homo sapiens), O14786; AID 602438, 2012; FAM-RPARPAR peptide binding to NRP-1;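 active = inhibition or corrected inhibition above about 18%, plus a signal ratio from 0.5 to 1.5, limit read from the data, passing the limit was not always enough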; note: strong numbers were not always called active
# * hit, by the source's call; i = inactive; nt = not tested or not shown; + = active, no number.
SMILES,NadD block,Scp1 inh,SKN-1 inh,STEP inh,SUMO1-SIM PPI,MT1-MMP act inh,LMPTP inh,Rpn11 inh,DNMT1 block,NRP1-CendR mod
CC(=O)OC1C([N+]2(C)CCCCC2)C[C@H]2C3CC[C@H]4C[C@H](OC(C)=O)C([N+]5(C)CCCCC5)CC4(C)[C@H]3CCC12C (stereo not given in full),-2,47,0,2,0,0,1.0,i,0,-6
CCN(CC)c1ccc(/C=N/N2CCOCC2)c(O)c1,3,-9,17,0,-2,-2,-0.9,i,-2,-16
COc1ccccc1CNC(=O)c1sccc1-c1ccccc1,-4,-12,12,3,-3,-2,1.8,i,-3,2
Clc1ccc(OCc2nn3c(-c4ccco4)nnc3s2)cc1,5,-14,-7,3,4,2,1.7,i,5,-3
O=C(N/N=C/c1ccc(OC(F)F)cc1OC(F)F)c1ccc(Br)cc1,-5,-1,4,-1,0,2,0.0,i,1,7
O=C(Nc1nccs1)[C@@H]1CCCN1S(=O)(=O)c1ccc(Cl)cc1,1,-5,-13,0,-1,3,-2.0,i,-2,2
O=C(NCC1CCCO1)C1CCN(S(=O)(=O)c2cccc3nonc23)CC1 (stereo not given),-1,8,12,1,-19,-6,-1.8,i,-1,-13
Cc1ccc(-n2cnn(-c3ccc([N+](=O)[O-])cc3[N+](=O)[O-])c2=O)cc1,-3,-5,9,0,-38,7,0.5,i,-1,-2
C=CCNC(C(=O)Nc1cccc(OC)c1)c1ccccc1 (stereo not given),1,-1,6,-3,0,-5,-0.1,i,-3,0
COc1ccc(C2=NOC(C(=O)Nc3ccc(C)cc3)C2)cc1OC (stereo not given),-3,-7,2,1,-8,-1,0.7,i,-10,-19
CN(C)CCCn1c(NC(=O)C2CCCCC2)nc2ccccc21,-4,-4,0,-2,3,-9,-2.5,i,1,16
Cc1ccc(NS(=O)(=O)c2ccccc2)c2c1CC(C)(C)O2,1,-6,-3,1,-2,-5,0.8,i,3,15
Cc1ccc(CC2S/C(=C(/C#N)C(=O)NCc3ccco3)N(c3ccccc3)C2=O)cc1 (stereo not given),9,-5,9,1,0,-7,-0.2,i,-1,0
COCCNC(=S)N(CCc1c(C)[nH]c2ccc(F)cc12)Cc1cccs1,-15,-5,9,-1,0,-6,2.5,i,-11,32*
COc1ccccc1CNC(=O)C1CCN(S(=O)(=O)c2ccc3c(c2)NC(=O)CO3)CC1,-3,-11,-6,-2,3,4,-3.1,i,-2,9
CC(C)CC(CO)N1CCN(C(=O)c2ccc(Cl)c(Cl)c2)CCC1=O (stereo not given),0,-4,-2,-2,3,3,-2.2,i,-1,12
Cc1ccc(NC(=O)N2CCCn3c(SCC(=O)c4ccccc4)nnc32)cc1,-4,-4,-1,4,4,1,-0.3,i,0,7
COc1ccc(NC(=O)C(c2ccc(C)cc2)N(C)C(=O)c2cnccn2)cc1 (stereo not given),-1,0,12,-3,1,-2,-0.2,i,2,-7
CCc1ccccc1-n1ncc(C(=O)Nc2ccccc2OC)c1C,-2,-6,-2,-1,2,-3,-0.8,i,1,1
COc1cccc(OC)c1OCCOCCn1cnc2ccccc2c1=O,0,-9,-20,-8,-2,0,-2.3,i,1,0
CCOC(=O)c1c(C)[nH]sc1=S,-4,6,6,0,-1,1,-0.8,i,3,-7
O=C(CCC1CCCCC1)NCCS(=O)(=O)N1CCN(c2ccc(F)cc2)CC1,-2,-1,7,2,3,2,-0.1,i,9,-5
COc1ccc(CSc2nnc(NC(C)=O)s2)cc1[N+](=O)[O-],13,8,6,-1,-3,-1,-0.4,i,4,4
COc1ccc2nc(SCC(=O)Nc3ccccc3C)[nH]c2c1,-3,-4,-2,-1,0,-3,1.0,i,-6,2

# Eleven compounds already listed, ordered by SMILES length, largest number first.
SMILES,NadD block,Scp1 inh,SKN-1 inh,STEP inh,SUMO1-SIM PPI,MT1-MMP act inh,LMPTP inh,Rpn11 inh,DNMT1 block,NRP1-CendR mod
CC(=O)OC1C([N+]2(C)CCCCC2)C[C@H]2C3CC[C@H]4C[C@H](OC(C)=O)C([N+]5(C)CCCCC5)CC4(C)[C@H]3CCC12C (stereo not given in full),-2,47,0,2,0,0,1.0,i,0,-6
Cc1ccc(-n2cnn(-c3ccc([N+](=O)[O-])cc3[N+](=O)[O-])c2=O)cc1,-3,-5,9,0,-38,7,0.5,i,-1,-2
Cc1ccc(CC2S/C(=C(/C#N)C(=O)NCc3ccco3)N(c3ccccc3)C2=O)cc1 (stereo not given),9,-5,9,1,0,-7,-0.2,i,-1,0
O=C(Nc1nccs1)[C@@H]1CCCN1S(=O)(=O)c1ccc(Cl)cc1,1,-5,-13,0,-1,3,-2.0,i,-2,2
CC(C)CC(CO)N1CCN(C(=O)c2ccc(Cl)c(Cl)c2)CCC1=O (stereo not given),0,-4,-2,-2,3,3,-2.2,i,-1,12
Cc1ccc(NS(=O)(=O)c2ccccc2)c2c1CC(C)(C)O2,1,-6,-3,1,-2,-5,0.8,i,3,15
COc1ccc2nc(SCC(=O)Nc3ccccc3C)[nH]c2c1,-3,-4,-2,-1,0,-3,1.0,i,-6,2
Clc1ccc(OCc2nn3c(-c4ccco4)nnc3s2)cc1,5,-14,-7,3,4,2,1.7,i,5,-3
C=CCNC(C(=O)Nc1cccc(OC)c1)c1ccccc1 (stereo not given),1,-1,6,-3,0,-5,-0.1,i,-3,0
COc1ccccc1CNC(=O)c1sccc1-c1ccccc1,-4,-12,12,3,-3,-2,1.8,i,-3,2
CCOC(=O)c1c(C)[nH]sc1=S,-4,6,6,0,-1,1,-0.8,i,3,-7

# New compounds follow:
SMILES,NadD block,Scp1 inh,SKN-1 inh,STEP inh,SUMO1-SIM PPI,MT1-MMP act inh,LMPTP inh,Rpn11 inh,DNMT1 block,NRP1-CendR mod
CC1CCCCN1C(=O)Nc1ccccc1Cl (stereo not given),-3,-4,16,-1,0,0,0.0,i,-3,1
COc1ccc(-c2csc3ncn(-c4cccc(C)c4)c(=O)c23)cc1OC,-2,-6,3,-4,1,0,-0.6,i,-3,-4
CCCCn1nc2cc(C(=O)NCC3CC3)ccc2c1OCC,1,1,7,0,-4,0,-0.5,i,5,14
Cc1ccc(S(=O)(=O)c2cc3c(=O)n4ccccc4nc3n(C)c2=N)cc1,-2,2,3,3,5,1,-0.1,i,-4,-13
Cc1ccc(C(=O)NNC(=O)CNc2cccc(Cl)c2)cc1,-3,-8,8,0,-2,0,-0.1,i,-1,-7
CCn1cc(CN2CCC(n3nccc3NC(=O)c3cccc(F)c3)CC2)c(C)n1,-7,-8,-7,-2,0,5,-0.5,i,1,0
COc1ccc(CCNC(=O)c2cnc(Cl)c(Cl)c2)cc1,-3,-12,8,0,-3,-1,-2.1,i,-2,5
CC(C)CCNC(=O)C1CCN(S(=O)(=O)c2ccc3nc4c(c(C(=O)O)c3c2)CCCCC4)CC1,-4,-8,14,-2,0,-2,-1.3,i,-1,2
CC(=O)NC(CCCN1C(=O)c2ccccc2C1=O)c1nnn(C)n1 (stereo not given),-5,-5,-2,-3,-6,3,-0.6,i,4,-12
Cc1ccc(S(=O)(=O)Oc2ccc3ccc(O)cc3c2)cc1,9,-7,27,2,22,2,1.2,i,-20,-1
CCOC(=O)N1CCN(S(=O)(=O)c2ccc(C)cc2)C1,-2,9,7,-2,1,1,-0.6,i,11,-5
C=CCn1c(SCC(=O)c2[nH]c(C)c(C(=O)OCC)c2C)nc2scc(-c3ccc(OC)c(OC)c3)c2c1=O,-4,-3,11,4,-4,-31,1.9,i,-28,-25
Cc1nn(-c2nccs2)c2c1C(=O)CC(C)(C)C2Br (stereo not given),2,-11,6,1,6,-7,-1.5,i,-3,-14
CCOC(=O)c1ccc(N(CCC2CO2)S(=O)(=O)c2ccc(C)cc2)cc1 (stereo not given),-1,12,0,0,4,-6,0.9,i,1,7
O=C(CSc1ncnc2c1nnn2Cc1ccccc1)NC1CCCCC1,-7,-5,1,-2,-1,2,0.3,i,1,18
COc1cc(/C=N/NC(=O)c2cccnc2)ccc1OCC(=O)Nc1ccccc1Cl,-6,12,6,19,86*,-2,3.5,+,35,-16
C/C(=N\NS(=O)(=O)c1ccc(Br)cc1)c1ccc2c(c1)OCO2,0,-5,-3,-2,4,-4,2.6,i,0,11
COc1cc(OC)c(C(=O)OC(C)C(=O)Nc2cccc(C(F)(F)F)c2)cc1OC (stereo not given),-9,-12,7,-4,2,-1,1.9,i,3,1
O=C(NCc1ccc2c(c1)OCO2)Nc1ccc(Cl)cc1,-7,-4,-16,1,-3,-1,-1.3,i,0,2
O=C(Nc1ccccn1)C1(c2ccccc2)CCCC1,-6,-3,9,-2,-2,-8,-0.4,i,3,-4
CCOC12NC(=O)CC(=O)N1C(c1ccccc1)=CS2 (stereo not given),-2,2,29,0,5,-2,-0.4,i,1,-6
O=C(c1ccc(NS(=O)(=O)c2ccc3[nH]c(=O)[nH]c3c2)cc1)N1CCN(c2ccccc2O)CC1,2,-3,1,-5,5,-4,-1.4,i,-6,2
COCCNC(=O)c1nn2c(C(F)(F)F)cc(-c3ccccc3)nc2c1Br,-3,nt,7,-3,-7,-2,-1.6,i,1,4
COC(=O)/C(=C/Nc1cccc2ccccc12)[N+](=O)[O-],-2,-8,2,-2,-14,-1,0.3,i,-15,0

# Screening results (PubChem BioAssay)
